# PAFAH2 inh: inhibitors of human PAFAH2 | Q99487 | recombinant PAFAH2, FP-rhodamine activity probe, fluorescence polarization | inhibition, % at 3.39 µM | 0.99% of 340,000 active;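 active = inhibition above the mean over all tested compounds plus 3 SD, cut at about 30% in these data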;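 note: inhibitors block probe labeling of enzyme so polarization drops; 0% = enzyme with DMSO and 100% = wells lacking PAFAH2 protein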
# GSTO1 counter: blocks human GSTO1 in RBBP9 counter-screen | P78417 | recombinant GSTO1, activity-based probe fluorescence polarization | inhibition, % at 5.96 µM | 1.1% of 300,000 active | AID 1974;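 active = inhibition above the campaign mean inhibition plus 3 SD, cut at about 35% in these data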;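 note: 0% = GSTO1-1 with DMSO and 100% = wells lacking GSTO1-1 enzyme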
# Target sequence (P78417 whole entry, looked up): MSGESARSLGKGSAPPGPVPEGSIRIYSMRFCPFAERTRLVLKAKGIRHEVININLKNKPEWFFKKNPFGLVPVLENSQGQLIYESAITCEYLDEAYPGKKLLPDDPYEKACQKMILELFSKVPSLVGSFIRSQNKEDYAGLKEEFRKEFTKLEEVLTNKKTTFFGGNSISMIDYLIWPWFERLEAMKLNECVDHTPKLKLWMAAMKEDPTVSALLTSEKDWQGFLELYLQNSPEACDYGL
# LYPLA2 counter: blocks human lysophospholipase 2, a PME1 counter-screen; recombinant LYPLA2, FP-Rh probe fluorescence polarization; inhibition, % at 5.9 µM; 0.38% of 320,000 active; AID 2177;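 active = inhibition above the screen-wide mean plus 3 SD, limit set per campaign, cut at about 26% in these data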;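 note: 0% = LYPLA2 with DMSO and 100% = wells lacking LYPLA2 enzyme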
# Target sequence (O95372 whole entry, looked up): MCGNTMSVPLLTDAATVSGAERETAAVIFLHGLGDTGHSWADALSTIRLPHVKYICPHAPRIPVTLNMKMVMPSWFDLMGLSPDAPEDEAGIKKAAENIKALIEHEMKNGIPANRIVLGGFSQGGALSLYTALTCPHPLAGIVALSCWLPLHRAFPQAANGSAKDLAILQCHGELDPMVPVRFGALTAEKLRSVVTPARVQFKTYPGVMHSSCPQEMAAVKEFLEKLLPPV
# PREPL inh: human PREPL enzyme inhibition | Q4J6C6 | recombinant PREPL, fluorescence polarization activity-based probe | inhibition, % at 5.96 µM | 0.68% of 320,000 active; in the data active = inhibition above about 43%;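 note: 0% = enzyme with DMSO and 100% = wells lacking enzyme; many of its hits are not listed in these tables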
# PAD4 FP inh: inhibitors of human PAD4. 0.41% of 330,000 active. inhibition, % at 6.36 µM. recombinant PAD4, RCA probe fluorescence polarization;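 active = percent inhibition above a cutoff equal to the mean of all tested compounds plus 3 SD, cut at about 15% in these data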;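 note: 0% = PAD4 with RCA probe and DMSO and 100% = probe without PAD4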
# PAFAH1B3 inh: PAFAH1B3 (human) inhibition; Q15102; AID 492972; recombinant PAFAH1B3, FP-rhodamine probe, fluorescence polarization; inhibition, % at 3.39 µM; 0.28% of 340,000 active;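 active = inhibition above the screen-wide average of all tested compounds plus 3 SD, cut at about 25% in these data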;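 note: 0% = enzyme with DMSO only and 100% = wells lacking PAFAH1B3 protein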
# Target sequence (Q15102 whole entry, looked up): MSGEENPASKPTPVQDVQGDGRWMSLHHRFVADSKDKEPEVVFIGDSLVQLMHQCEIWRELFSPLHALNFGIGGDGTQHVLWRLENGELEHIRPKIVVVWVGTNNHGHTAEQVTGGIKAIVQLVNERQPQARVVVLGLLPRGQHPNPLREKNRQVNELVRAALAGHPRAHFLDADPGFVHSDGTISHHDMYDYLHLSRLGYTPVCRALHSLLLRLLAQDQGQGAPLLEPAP
# LYPLA1 counter: LYPLA1 (human) inhibition in PME1 counter-screen; recombinant LYPLA1, FP-Rh probe fluorescence polarization; inhibition, % at 5.9 µM; 0.16% of 320,000 active; AID 2174;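 active = inhibition above the mean of all tested compounds plus 3 SD, set per campaign, cut at about 14% in these data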;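 note: inhibitors block serine hydrolase probe labeling of LYPLA1 so polarization falls; 0% = enzyme with DMSO and 100% = wells lacking LYPLA1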
# Target sequence (O75608 whole entry, looked up): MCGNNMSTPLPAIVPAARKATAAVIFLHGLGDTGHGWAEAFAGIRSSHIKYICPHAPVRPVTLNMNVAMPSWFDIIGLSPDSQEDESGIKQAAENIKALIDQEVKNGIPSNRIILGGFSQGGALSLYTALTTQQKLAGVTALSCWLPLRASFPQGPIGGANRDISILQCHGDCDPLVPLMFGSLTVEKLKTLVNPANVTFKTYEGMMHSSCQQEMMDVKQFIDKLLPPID
# EBNA-1 inh: blocks EBNA-1 binding to DNA; inhibition, % at 14.8 µM; 0.34% of 300,000 active; EBNA-1 DNA binding, fluorescence polarization; AID 1950; in the data active = inhibition above about 28%
# ZTA DNA inh: ZTA (EBV) inhibition in EBNA-1 counter-screen | inhibition, % at 11 µM | 0.15% of 320,000 active | ZTA-DNA binding, fluorescence polarization | P03206; in the data active = inhibition above about 33%
# Active calls of the source: *; nt = no result given. This is a subset (hit frequency here may not be typical).
SMILES,PAFAH2 inh,GSTO1 counter,LYPLA2 counter,PREPL inh,PAD4 FP inh,PAFAH1B3 inh,LYPLA1 counter,EBNA-1 inh,ZTA DNA inh
COc1cc(NC(=O)COc2ccccc2)ccc1NC(=O)c1ccco1,9,9,-2,15,-4,-3,0,-7,-9
COc1ccc(/C=C/C(=O)OC(C)CN2CCCCC2)cc1 (stereo not drawn),5,7,1,26,2,5,1,-2,-5
COc1ccc(/C=C/C(=O)NC(C)CCc2ccccc2)cc1OC (stereo not drawn),0,-5,7,12,1,4,1,3,-6
COc1ccc(NC(=O)COC(=O)C2CC(=O)N(CCc3ccc(OC)c(OC)c3)C2)cc1Cl (stereo not drawn),0,nt,-2,3,-7,5,0,nt,4
O=C(c1ccc(F)cc1)N1CCN(c2cc(=O)[nH]nc2-c2ccccc2)CC1,-5,-1,0,15,-14,2,-2,-14,-4
CC1(C)C2(C#N)C(N)=NC3(OCCO3)C12C#N (stereo not drawn),-1,-5,0,12,-5,-2,2,-9,-11
O=C1NC(=Nc2ccccc2)SC1Cc1cccc(Cl)c1Cl (stereo not drawn),0,-1,0,-7,-1,1,-4,5,-5
O=C(NCc1ccccc1F)C12CC3CC(CC(C3)C1)C2,-8,-2,-5,-6,-2,9,-1,-5,-9
O=C(CCc1ccccc1)NC1CCSC1=O (stereo not drawn),2,-3,1,9,-2,5,-5,5,0
COc1ccc(CCNC(=O)CCSCc2ccccc2F)cc1OC,4,4,-5,7,4,-2,-3,11,3
Nc1cccc(-c2cnc3ccccc3n2)c1,-1,0,7,7,2,10,3,1,-9
Cc1ccc(S(=O)(=O)N2CC(C)C(=O)CC2C)cc1 (stereo not drawn),12,1,-2,3,2,7,-5,5,-1
COC(=O)C1CCN(C(=O)NC2CC(=O)N(c3ccc4c(c3)OCCO4)C2)CC1 (stereo not drawn),3,-3,-1,-3,-1,6,-4,2,-5
CCCCNC1=CC(=O)C(=O)c2ccccc21,8,48*,8,4,-1,25,1,2,-3
O=C(C1=C(O)C(=O)N(CCN2CCOCC2)C1c1ccco1)c1cc2ccccc2o1 (stereo not drawn),-2,9,0,11,-1,0,-3,-3,-5
C=CCN(CC=C)C(=S)NC(=O)/C=C/c1ccc(OC)cc1,0,-7,1,-3,-1,4,-1,14,13
CCOc1ccc(N=C2C(=O)N(CN3CCOCC3)c3ccccc32)cc1,7,3,3,13,-5,-3,-1,-5,9
CCCCn1c(N)c(N(CCC(C)C)C(=O)c2ccc3ccccc3c2)c(=O)[nH]c1=O,-2,nt,9,-3,-1,-1,1,nt,-20
COc1cccc(-c2cc(C(=O)N3CCc4ccccc4C3)no2)c1,-3,-8,-5,-56,3,-4,-3,7,9
CCOC(=O)c1c(C)n(C)c2ccc(O)c(CN3CCCCC3)c12,4,4,-3,12,-2,5,1,-8,10
Cc1cnc(C(=O)OCc2ccc(C#N)cc2)cn1,-9,5,4,4,5,1,4,4,-1
CCc1cc(C(=O)OC)c(N2C(=O)C3C4C=CC(C4)C3C2=O)s1 (stereo not drawn),-1,-2,0,5,0,5,1,0,10
COCCn1c(SCC(=O)NC2CCCCC2C)nc2ccccc2c1=O (stereo not drawn),-7,-9,1,-3,3,2,-2,-5,-4
O=C(CN1CCCC1)NCC(=O)Nc1ccc(F)cc1,-3,0,4,0,2,-3,0,-10,2
CCOc1ccc2ccc(OCC)c(/C=N/n3cnnc3)c2c1,7,8,5,3,-2,3,1,-2,20
N#Cc1c(NC(=O)CSc2ncc(-c3ccccc3)n2CC2CCCO2)sc2c1CCCC2 (stereo not drawn),-1,-13,6,22,-3,-4,0,-2,-5
CC(C)CC1NC(=O)N(CC(=O)N2c3ccccc3NC(=O)C2(C)C)C1=O (stereo not drawn),-1,-5,3,7,3,1,2,-1,-13
C/C(=N\Nc1ccc([N+](=O)[O-])cc1)c1cccc(N)c1,8,10,1,55*,0,18,-4,-3,1
CCn1c(SCc2nc3ccccc3c(=O)[nH]2)nc2ccccc21,-3,8,5,-3,2,2,3,5,7
O=[N+]([O-])c1ccc2oc(C3CCCCC3)nc2c1,-4,-2,5,-5,1,7,5,-11,3
CC1CC2OC(=O)C3(C)CCCC(C)(C23)C1(O)CCc1ccoc1 (stereo not drawn),-5,24,-3,2,1,4,-1,-4,-13
Cc1ccccc1C(=O)Nc1nnc(-c2cccnc2)o1,-1,-5,-4,3,1,9,-1,8,13
C#CC[N+](C)(C)CCCCCCCCCC,7,4,8,9,-2,9,3,3,6
O=C(CSc1ncccn1)Nn1cnnc1,3,-1,-2,12,-1,-2,2,1,9
COc1ccc(C2(C#N)CCC(=O)N2c2ccccc2)cc1 (stereo not drawn),-2,6,5,-8,1,6,1,8,-12
COc1ccc(CCC(=O)N2CCCC(Nc3ccc(OC)cc3)C2)cc1 (stereo not drawn),2,2,16,10,4,4,8,11,0
CN1CCN(C(=O)C23CC4CC(CC(C4)C2)C3)CC1,nt,2,1,-2,-4,nt,0,-4,-4
N#Cc1cnn(CC2CCCCC2)c1N,2,-3,2,12,-5,5,-5,-7,-3
CCc1ccc(NC(=S)N2CCC(NC(=O)C3CCCCC3)CC2)cc1,-7,-3,-9,2,4,6,3,-2,-6
COc1ccc(-c2csc(NC(=S)NC(=O)c3ccc4ccccc4c3)n2)cc1OC,-13,3,-3,1,0,1,0,1,11
COc1ccc(-n2nc(C(=O)Nc3ccc4c(c3)OCO4)c3c4ccccc4n(C)c3c2=O)cc1,-10,2,6,-4,4,7,1,1,-11
CCCCCC1CC(CC(=O)NC(=S)Nc2ccccc2Cl)C(=O)O1 (stereo not drawn),11,-12,12,5,1,-5,6,-26,-9
c1ccc(-c2ccc(CN3CCSCC3)cc2)cc1,1,-1,-3,1,-9,10,-4,-14,-7
COc1ccc(-c2cc3ccc(OCc4nn[nH]n4)cc3oc2=O)cc1,10,5,5,2,-6,3,1,-2,5
Cc1cc(NS(=O)(=O)c2cn(C)nc2C)no1,-3,3,-1,10,-2,-5,-2,1,9
CCC(=O)Oc1ccc(C(=O)Nc2cccc(NC(=O)c3ccco3)c2)cc1,1,2,12,10,0,-5,-3,9,2
C=CCNC(=O)c1c[nH]c2ccc(S(=O)(=O)N(C)c3ccc(OCC)cc3)cc2c1=O,-5,-4,-7,-6,0,2,-4,10,-7
Clc1ccc(N/N=C/c2cccs2)nn1,2,7,2,26,-1,7,5,-1,-15
CC1(C)Cc2c(sc(NC(=O)c3ccc(S(=O)(=O)N4CCCC4)cc3)c2C#N)C(C)(C)N1,6,-5,-1,0,1,5,-2,3,10
CC1CCC(C(C)C)C(OC(=O)COC(=O)c2cccn2C)C1 (stereo not drawn),-3,2,1,-7,-3,8,-2,2,2

# More records follow.
SMILES,PAFAH2 inh,GSTO1 counter,LYPLA2 counter,PREPL inh,PAD4 FP inh,PAFAH1B3 inh,LYPLA1 counter,EBNA-1 inh,ZTA DNA inh
COc1ccc2nc(C)cc(SCC(=O)NNC(=O)COc3ccc(C)cc3)c2c1,3,-4,4,-15,-5,0,-1,12,26
CCOC(=O)[C@@H]1[C@H]2COc3cc(OC)ccc3[C@@H]2N2C(=O)N(c3cccc(F)c3)C(=O)[C@@]12C,7,3,0,-42,2,5,1,3,-9
CCOC(=O)N1CCN(Cc2cccs2)CC1,3,2,-6,-2,-3,0,-1,2,3
CCOc1ccc(N(CC(=O)NCc2ccccc2C)S(C)(=O)=O)cc1,0,1,-1,0,0,2,2,2,-1
Cc1ccc(OCC(=O)O)c(-n2nc3ccccc3n2)c1,2,8,3,6,1,5,-2,2,-4
Cc1ccc(N(CCC#N)C(=O)COC(=O)C2CCN(c3ccc(C(F)(F)F)cn3)CC2)cc1,1,-2,3,14,-1,-2,-4,13,6
COc1ccc([C@H]2CC(=O)C=C(c3cccc4c3sc3ccccc34)C2)cc1OC,-5,nt,-8,8,-1,-4,-8,nt,9
CC1CCc2c(sc3ncnc(SCC(=O)Nc4ccc(C(=O)O)cc4)c23)C1 (stereo not drawn),-4,-9,-3,-12,-6,-2,-3,16,26
CCOC(=O)c1sc(NC(=O)c2ccc(S(=O)(=O)N(CC)CC)cc2)nc1C,14,-3,2,-5,0,5,0,15,1
Cc1cc(C(=O)Nc2ccc(N3CCOCC3)cc2)c2ccccc2n1,1,7,4,4,-1,5,0,8,-24

# Of the compounds above, these contain an NH in an aromatic ring:
SMILES,PAFAH2 inh,GSTO1 counter,LYPLA2 counter,PREPL inh,PAD4 FP inh,PAFAH1B3 inh,LYPLA1 counter,EBNA-1 inh,ZTA DNA inh
O=C(c1ccc(F)cc1)N1CCN(c2cc(=O)[nH]nc2-c2ccccc2)CC1,-5,-1,0,15,-14,2,-2,-14,-4
CCCCn1c(N)c(N(CCC(C)C)C(=O)c2ccc3ccccc3c2)c(=O)[nH]c1=O,-2,nt,9,-3,-1,-1,1,nt,-20
CCn1c(SCc2nc3ccccc3c(=O)[nH]2)nc2ccccc21,-3,8,5,-3,2,2,3,5,7
COc1ccc(-c2cc3ccc(OCc4nn[nH]n4)cc3oc2=O)cc1,10,5,5,2,-6,3,1,-2,5
C=CCNC(=O)c1c[nH]c2ccc(S(=O)(=O)N(C)c3ccc(OCC)cc3)cc2c1=O,-5,-4,-7,-6,0,2,-4,10,-7

# Continuation:
SMILES,PAFAH2 inh,GSTO1 counter,LYPLA2 counter,PREPL inh,PAD4 FP inh,PAFAH1B3 inh,LYPLA1 counter,EBNA-1 inh,ZTA DNA inh
Cc1cccc(NC(=O)CSc2nc(=O)n(CCN3CCOCC3)c3c2CCCC3)c1C,3,11,1,5,1,3,-3,0,-12
COc1ccc(C(=O)Nc2ccnn2C2CCN(C(=O)C3CCOC3)CC2)cc1 (stereo not drawn),1,5,6,9,2,1,2,7,-23
Cc1c(NC(=O)c2cccc(S(=O)(=O)N3CCOCC3)c2)c(=O)n(-c2ccccc2)n1C,-4,4,5,13,0,0,0,0,1
CC(=O)c1ccc(N2CCN(S(=O)(=O)c3ccc4c(c3)CC(=O)N4)CC2)cc1,-13,-9,-4,16,0,-1,-4,7,8
Cc1ccc(C)c(SCC(=O)NCc2ccco2)c1,0,2,9,-4,-2,3,1,2,9
Cc1ccc(/C(N)=N/OC(=O)CCC2CCCCC2)cc1,3,-6,1,4,-4,4,1,2,-9
Cc1cccc(OCC(=O)N/N=C/c2ccc(N(C)C)cc2)c1,-1,3,-9,5,-4,8,0,2,0
O=C(N/N=C/c1ccccc1)c1[nH]c2ccc(Br)cc2c1-c1ccccc1,-7,-8,-26,1,-1,2,-14,-1,7
CCC12CC3CC(C1)CC(C(=O)Nc1nn[nH]n1)(C3)C2,4,14,8,-1,0,7,0,12,15
CC(=O)n1cc(N(C(=O)CCl)c2ccc([N+](=O)[O-])cc2)c2ccccc21,4,75*,0,1,19*,11,2,-1,14
CC(=O)c1ccc(N2CCC(C)CC2)c(F)c1,-6,7,-1,0,-1,15,-1,15,15
C=C/C(C)=C/CC1C(=C)CCC2C(C)(C(=O)O)CCCC12C (stereo not drawn),6,0,0,14,-1,-4,0,13,18
COc1ccc(O[C@@H]2O[C@H](COC(C)=O)[C@@H](OC(C)=O)[C@H](OC(C)=O)[C@H]2NC(C)=O)cc1,2,2,1,8,-2,11,2,2,-17
Cc1ccc(SCCNC(=S)Nc2cc(C)cc(C)c2)cc1,-3,-8,-17,-5,0,1,-16,-2,-22
Cc1ccc(CN2CCNC(=O)C2CC(=O)N(C)C2CCCCC2)cc1 (stereo not drawn),4,-1,-4,8,-2,6,-1,0,11
NS(=O)(=O)c1ccc(NC(=S)Nc2ccc(C(=O)N3CCCCC3)cc2)cc1,1,-10,-4,-6,-2,2,4,0,5
Cc1ccc(C(=O)c2coc3ccc(O)c(CN4CCN(C)CC4)c23)cc1,7,12,7,44*,1,2,-3,-10,-15
O=C(/C=C/c1ccco1)Oc1cc(Br)cc(/C=N/NC(=O)c2ccccc2O)c1,-54,-5,-27,6,1,-3,-15,-17,7
CS(=O)(=O)Cc1ccc(C(=O)NCC2(N3CCCCC3)CCCCC2)cc1,2,4,-3,10,4,11,-4,-3,1
